Source: PubChem
TbPYK inhibitor = qHTS of Trypanosoma Brucei Inhibitors | TbPYK enzyme, Kinase-Glo Plus ATP luminescence, 45 min | Potency, µM (series often up to 76.8 µM), without a hit: at the top dose activity, negative = inhibition, actives largely listed as inhibitors | hit rate 0.12% among 410,000; active = well fitted inhibition curve with a large enough effect; inconclusive = small, poorly fitted or top-dose-only effect; also: nearly all actives have a fitted effect of over 50% in size
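Luminescence from Kinase-Glo Plus, added after a 45-minute room-temperature reaction, served as the end-point read-out. The enzyme and substrate were preincubated with compound before ADP (130 uM final) initiated turnover. Concentration-effect curves came from normalized qHTS data.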
Numbers without * were called inactive; ? = inconclusive; [ ] = remark or other dose. % is scaled to controls: 0 for no effect and ±100 for the full control effect; potency is read from the fitted curve at half-maximal effect.

SMILES	TbPYK inhibitor
Cc1ccc(-c2csc(C(O)c3ccccc3)n2)cc1C (stereo unspecified)	-8%
Cc1nn2c3c(cnc2c1-c1ccc(F)cc1)C(=O)CC(c1ccccc1)C3 (stereo unspecified)	-4%
CC1(C)ON=C(c2cccc(F)c2)NC1=O	4%
COc1ccc(-c2cc(NC(C)=O)c3ncc(-c4ccc(OC)c(OC)c4)n3c2)cc1OC	-24%
Cc1cc(C)cc(NC(=O)N2CCN(c3cc(-c4noc(C)n4)ccc3C)CC2)c1	0%
COc1ccc(OC)c(NC(=O)Cn2cc(C(=O)c3ccccc3F)c3ccccc32)c1	-10%
O=S(=O)(c1ccccc1)N1CCC2(CCN(Cc3ccccc3)CC2)CC1	-3%
Cc1c(Cl)cccc1-n1ncc(C(=O)Nc2ccc(F)cc2F)c1C1CCN(C(=O)OC(C)(C)C)CC1	-2%
O=C(CCC1N=C2c3ccccc3N=C(SCc3ccccc3Cl)N2C1=O)NCCc1ccccc1 (stereo unspecified)	3%
CCCCN(CC)CCCNC(=O)C1CCN(c2nc3ccc(CC)cc3s2)CC1	-4%
CCC(=O)N1CCC1(C)C(=O)NCc1ccc(SC)cc1 (stereo unspecified)	-4%
CCN(C(=O)Cn1nc2c3cc(F)ccc3n(Cc3cccc(C)c3)cc-2c1=O)c1cccc(C)c1	3%
CCCN(C(=O)c1cc2c(s1)-c1ccccc1OC2)c1ccc(C(C)C)cc1	3%
Cc1cccc(N2CCN(c3ccc(C(=O)O)cc3NC(=O)c3ccccc3F)CC2C)c1 (stereo unspecified)	-11%
CC1C(=O)N(Cc2cn(Cc3ccco3)nn2)CCS(=O)(=O)N1Cc1ccc(-c2ccc(F)cc2)cc1 (stereo unspecified)	-6%

Rewritten in CSV form: entries from further up
compound,TbPYK inhibitor
O=S(=O)(c1ccccc1)N1CCC2(CCN(Cc3ccccc3)CC2)CC1,-3%
Cc1c(Cl)cccc1-n1ncc(C(=O)Nc2ccc(F)cc2F)c1C1CCN(C(=O)OC(C)(C)C)CC1,-2%
O=C(CCC1N=C2c3ccccc3N=C(SCc3ccccc3Cl)N2C1=O)NCCc1ccccc1 (stereo unspecified),3%

Continued:
SMILES	TbPYK inhibitor
CNc1nc(NCC2CCCCC2)c2sccc2n1	3%
CCOc1cc2[nH]c(=O)n(Cc3ccc(C(=O)N4CCN(c5ccccc5)CC4)cc3)c(=O)c2cc1OCC	-1%
COc1cccc(C(=O)Nc2c3c(nn2-c2ccc(Cl)cc2)CS(=O)(=O)C3)c1	0%
COC(=O)c1ccc(Cn2c(SCC(=O)Nc3ccc(F)cc3)nc3ccccc32)cc1	-3%
Cc1cccc(-n2c(SCC(=O)Nc3ccc(C)c(C)c3)nc3n[nH]c(C)c3c2=N)c1	-6%
CCC(=O)N1CCc2cc(Br)cc(S(=O)(=O)N3CCCC(C(=O)Nc4cccc(F)c4)C3)c21 (stereo unspecified)	-5%
CNC(=O)c1c(NC(=O)c2ccc(S(=O)(=O)N3CCCC(C)C3)cc2)sc2c1CCC2 (stereo unspecified)	5%
COc1cc(NC(=O)CN2CCN(c3ccc(F)cc3)CC2)cc(OC)c1	-2%
C[C@H](c1ccccc1)N1C[C@@H](COCc2ccccc2)Oc2cc(N3CCC[C@@H]3CO)ccc2S1(=O)=O	-10%
CCn1cc(/C=C(\NC(=O)c2ccc(C)cc2)C(=O)NCCCn2ccnc2)c2ccccc21	-1%
CN(C)c1ccc(C(CNS(=O)(=O)c2ccc(Br)cc2)N2CCOCC2)cc1 (stereo unspecified)	-1%
COc1ccc(CCNS(=O)(=O)c2ccc(F)c(C(=O)Nc3ccc(Cl)cc3)c2)cc1OC	2%
COc1ccc(S(=O)(=O)N2Cc3ccccc3CC2C(=O)Nc2cccc(C)c2)cc1OC (stereo unspecified)	-3%
CCOC(=O)c1sc2ccccc2c1S(=O)(=O)N1CCN(c2ccccc2)CC1	-5%
COc1ccc(NC(=O)Cc2c(C(=O)O)[nH]c3ccccc23)cc1OC	-1%

The list goes on, starting with the last 2 of the part before.
SMILES	TbPYK inhibitor
CCOC(=O)c1sc2ccccc2c1S(=O)(=O)N1CCN(c2ccccc2)CC1	-5%
COc1ccc(NC(=O)Cc2c(C(=O)O)[nH]c3ccccc23)cc1OC	-1%
O=C(c1[nH]c(C(F)(F)F)nc1-c1ccccc1)N1CCOCC1	-6%
COc1ccc(Br)cc1CNC(=O)c1cc(=O)[nH]c2ccc(S(=O)(=O)N3CCCCC3)cc12	-9%
COc1ccc(CCC(=O)Nc2ccc(S(=O)(=O)NC3=NCCCCC3)cc2)cc1	-3%
CSc1ccc(-c2nc3c(C)cccn3c2Nc2ccc3c(c2)OCCO3)cc1	0%
COc1cccc(CNC(=O)c2c(C)oc3ncnc(N4CCOCC4)c23)c1	4%
CN1CC(O)c2cc(N=NC(N)=O)c(O)cc21 (stereo unspecified)	-5%
COc1ccc(NC(=O)CSc2ccc(-c3cccs3)nn2)cc1	-18%
Cn1c(=O)c(=O)n(C)c2cc(S(=O)(=O)N3CCCC3C(=O)Nc3cccc(F)c3)ccc21 (stereo unspecified)	-1%
Cc1ccc2c(=O)c(C(=O)c3cccc(Cl)c3)cn(CC(=O)NCc3ccc(F)cc3)c2n1	3%
O=C(Cn1nc(-c2ccc(Cl)cc2)c2ccccc2c1=O)Nc1cccc(C(F)(F)F)c1	0%
COc1ccc(C)cc1Nc1ncnc2c1c(-c1ccccc1)cn2-c1ccc(C)cc1	6%
CCOC1=C2[C@@H](CN(S(=O)(=O)c3ccc(C)cc3)[C@H]2c2cccc3ccccc23)[C@H]2C(=O)NC(=O)[C@H]2C1	1%
C[C@@H]1CN([C@H](C)CO)S(=O)(=O)c2ccc(Br)cc2O[C@@H]1CN(C)Cc1ccc(-c2ccccc2)cc1	-5%
CCc1nc2sc3c(N4CCC(C)CC4)ncnc3c2c2c1CCCC2	-2%
Cc1cc(C)cc(-n2ccn(Cc3ccc(F)cc3)c(=O)c2=O)c1	-2%

Quoted at random: 3 entries already listed
SMILES	TbPYK inhibitor
CCc1nc2sc3c(N4CCC(C)CC4)ncnc3c2c2c1CCCC2	-2%
Cc1cc(C)cc(-n2ccn(Cc3ccc(F)cc3)c(=O)c2=O)c1	-2%
CN1CC(O)c2cc(N=NC(N)=O)c(O)cc21 (stereo unspecified)	-5%

The results go on.
SMILES	TbPYK inhibitor
N#Cc1cc2cc3c(cc2nc1Cl)OCCO3	-3%
Cc1cccc(C)c1-n1nnnc1C1(C)CCC(=O)N1c1ccc(N2CCOCC2)cc1 (stereo unspecified)	-29%
CC1(C(=O)NCc2cccs2)Cc2c(-c3cccc(C(F)(F)F)c3)ccnc2O1 (stereo unspecified)	-3%
O=C(Nc1nnc(S(=O)(=O)N2CCCc3ccccc32)s1)c1ccccc1Br	-5%
CCN(CC)C(=O)C1=C(C)N(CCC2=CCCCC2)C(=O)C(CC(=O)NCC2CCCCC2)C1 (stereo unspecified)	9%
COC(=O)c1ccc(NC(=O)CN2C(=O)CCc3cc(S(=O)(=O)N4CCCCC4)ccc32)cc1	-5%
O=C1C(=O)N(C2CCN(S(=O)(=O)c3ccccc3)CC2)CCN1Cc1ccccc1	-1%
COC(=O)c1ccccc1NC(=O)Cn1cnc2sc(C)c(S(=O)(=O)N3CCC(C)CC3)c2c1=O	2%
CC(=O)Nc1cc(C(=O)NCc2ccc(F)cc2)ccc1S(=O)(=O)c1ccc(C)cc1	-1%
CC(C)CNC(=O)C1(C)CCCCCN1C(=O)c1cc(C#N)cs1 (stereo unspecified)	1%
Cc1ccc2c(=O)cc(C(=O)Nc3sc4c(c3C(=O)NCc3ccco3)CCC4)oc2c1	-5%
O=C(Cn1c(=O)c2cccn2c2ccc(F)cc21)NCc1cccc(Cl)c1	-11%
CCCN(C(=O)CSCc1ccc(C)cc1)c1c(N)n(Cc2ccccc2)c(=O)[nH]c1=O	-8%
Cc1cc(C)c(C(=O)Nc2ccc3c(c2)OCCO3)c(C)c1	-2%
CCOC(=O)c1ccc(NC(=O)CSc2ccc3ccccc3n2)cc1	?
COCCNC(=O)C1(C)CCCN(C(=O)c2ccc3c(c2)OCO3)C1 (stereo unspecified)	-9%
CC(C)CCNC(=O)c1ccc2nc(CCc3ccccc3)oc2c1	-2%
C[C@@H]1O[C@H](C2CC2)Cc2[nH]c(=S)[nH]c(=O)c21	1%
CC1=C(C(N)=O)C(c2ccc(F)cc2)n2nc(-c3ccc(N(C)C)cc3)nc2N1 (stereo unspecified)	-2%
Cc1cc2c3ccccc3[nH]c(=O)n2n1	-8%
O=C(Nc1ccc(Br)cc1)c1cc(S(=O)(=O)N2CCc3ccccc32)ccc1F	11%
O=C(NC(c1ccc(-c2ccccc2)cc1)c1cnccn1)C1CCN(CCOc2ccc(F)cc2)CC1 (stereo unspecified)	-2%
Cc1cc(C)cc(OCc2cc(=O)n3c(-c4ccccc4)csc3n2)c1	-4%
COc1ccc(CN2CCC[C@]3(N[C@H](c4ccc(C(F)(F)F)cc4)[C@@H]4C(=O)N(C)C(=O)[C@@H]43)C2=O)cc1	-5%
COc1ccc(CCNC(=O)CCCn2nc(C)c3sc4ccccc4c3c2=O)cc1OC	4%
COC(=O)c1ccc(CN2C(=O)C(C)ON=C2c2ncccc2C)o1 (stereo unspecified)	-17%
CCOc1ccc(NC(=O)CNS(=O)(=O)c2ccc(Br)s2)cc1	0%
CC1=C(C(=O)Nc2ccc(Cl)cc2)C(c2ccc(C(F)(F)F)cc2)n2nnnc2N1 (stereo unspecified)	-1%
FC(F)(F)c1cc(Cl)c2nc(-c3ccc(Cl)cc3)c(Cc3ccsc3)n2c1	0%
COc1ccc(OC)c(CCNc2ncnc3onc(-c4ccc(Cl)cc4)c23)c1	0%
COc1ccc(N2CCN(CCCNC(=O)c3ccc4nc(Cc5ccccc5)oc4c3)CC2)cc1	-1%
CCn1c(SCC(=O)Nc2cc(C)ccc2F)nnc1-c1ccccc1O	-5%
CCC(C)NC(=O)c1sc2nc(C)c(C(=O)Nc3ccc(C)cc3C)c(-c3ccc(NC(C)=O)cc3)c2c1N (stereo unspecified)	-4%
CCC(C)NC(=O)CSc1nc2cc3c(cc2c(=O)n1CCCC(=O)NCc1ccc2c(c1)OCO2)OCO3 (stereo unspecified)	-4%
COCCCNC(=O)N1CCN(c2nnc(C)c3c(C)n(-c4ccc(Cl)cc4)nc23)CC1	-6%
COc1ccc(-c2cc(NC=O)c3ncc(-c4cccc(C(=O)N(C)C)c4)n3c2)cn1	-13%
CCOC(=O)N1CCN(c2ncc3c(n2)CC(c2ccc(OC)c(OC)c2)CC3=O)CC1 (stereo unspecified)	-4%
CCOc1cccc(C2c3[nH]c4ccccc4c3CCN2C(=O)CSCc2ccc(F)cc2)c1 (stereo unspecified)	1%
CCCc1cc(=O)[nH]c(Nc2ccc(OCC)cc2)n1	-4%
O=C(O)CC1NC(=S)N(Cc2ccccc2)C1=O (stereo unspecified)	2%
OC(Cc1cccc(C=NN2CCOCC2)n1)(C(F)(F)F)C(F)(F)F	-6%
CCOC(=O)[C@]12CCC=C1N(Cc1cccc3ccccc13)C(=O)[C@H](CC(=O)N1CCC(c3ccccc3)CC1)C2	4%
Cc1cc(C(O)c2ncc(-c3ccc(Cl)cc3)[nH]2)ccc1F (stereo unspecified)	-4%
CCOC(=O)CSc1nc(-c2ccc(F)cc2)cc(C(F)(F)F)c1C#N	0%
CCC1CCCCN1S(=O)(=O)c1ccc(C(=O)Nc2sc3c(c2C(N)=O)CCC3)cc1 (stereo unspecified)	-2%
CCCC(=O)N1CCCC1(C)C(=O)NCc1ccc(F)cc1Cl (stereo unspecified)	9%
Cc1cc(Cl)ccc1OCC(=O)N(Cc1ccc(N(C)C)cc1)CC1CCCO1 (stereo unspecified)	2%
CC(=O)N1c2ccccc2C(=O)C1N1CCN(c2cc(Cl)ccc2C)CC1 (stereo unspecified)	-2%[15.4 µM]
Cc1ccc2oc3c(c(=O)c2c1)C(c1ccc([N+](=O)[O-])cc1)N(CCCN1CCOCC1)C3=O (stereo unspecified)	1%
CC1(C(=O)NS(=O)(=O)c2ccc(Br)cc2)CCN1C(=O)CCC1CCCC1 (stereo unspecified)	4%
N#CCN(C(=O)CSc1nnc(C2CC2)n1C1CC1)c1ccccc1	-4%
CCCN1CCN(CCNC(=O)Nc2ccccc2OCC)CC1	-4%
Cc1cccc(-n2c(=O)c3c(c4cc(C)ccc4n3C)n(CC(=O)Nc3ccccc3C(F)(F)F)c2=O)c1	6%
CCn1c(COc2ccc(Cl)cc2Cl)nc2ccccc21	-4%
COc1ccc(-c2n[nH]c3c2C(c2ccccn2)N(C)C3=O)cc1 (stereo unspecified)	2%
O=C(Nc1cccc(C(F)(F)F)c1)Nc1nnc(N2CCCCC2)s1	3%
O=C(Nc1nnc([C@H]2C[C@H](O)[C@@H](CO)O2)s1)NC1CCCCC1	-1%
Cc1ccc(CNC(=O)c2nc(SCc3ccccc3F)ncc2Cl)cc1	-1%
CCS(=O)(=O)N1Cc2cc(C(=O)NCCOC)nc(-c3cccc(-c4ccncc4)c3)c2[C@H]1CCO	-1%
COc1ccc(NC(=O)c2cnn(-c3ccc(C)c(C)c3)c2C2CCNCC2)cc1OC	-13%

(listing goes on)
SMILES	TbPYK inhibitor
COc1ccc(-c2nnc(SCC(=O)NC3CCCCC3)nc2-c2ccc(OC)cc2)cc1	7%
CCc1ccc(C(=O)c2cn(CC(=O)Nc3ccc(F)cc3)c3ccc(F)cc3c2=O)cc1	-4%
CCN(CCN(C)C)C(=O)Cn1ncc2c([nH]c3ccc(C)cc32)c1=O	6%
O=C(NCc1cccnc1)c1ccc2nc([C@@H]3O[C@H](CO)[C@H](O)[C@H](O)[C@H]3O)[nH]c2c1	-1%

Arranged by molar mass (largest number first): part of the list above.
SMILES	TbPYK inhibitor
COc1ccc(NC(=O)c2cnn(-c3ccc(C)c(C)c3)c2C2CCNCC2)cc1OC	-13%
O=C(NCc1cccnc1)c1ccc2nc([C@@H]3O[C@H](CO)[C@H](O)[C@H](O)[C@H]3O)[nH]c2c1	-1%
CCN(CCN(C)C)C(=O)Cn1ncc2c([nH]c3ccc(C)cc32)c1=O	6%

The list is partial; count on the stated rates, not on these rows.
